CRFBP-R2 block = CRF-BP/CRF-R2 complex antagonism; AID 588475; HEK293 CRF-R2/CRF-BP, CRF-induced calcium fluorescence; inhibition, % at 11.8 µM; actives 0.59% (n = 350,000);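 active = inhibition of the ligand-induced calcium signal above about 50% at the single tested concentration, limit read from the data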
M1 PAM parental = M1 PAM counterscreen hit in parental CHO-K1 cells; actives 0.02% (n = 360,000); activation, % at 3 µM; ATP EC20, Fluo-8 calcium fluorescence; 0% at ATP EC20, 100% at ATP max;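 active = activation above the run cutoff, the mean activation of all test compounds plus 3 SD, cut at about 40% in these data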;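 note: peak over basal fluorescence ratio in a 140 s read after ATP addition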
CHRM5 antagonist = CHRM5 antagonism in calcium assay | P08912 | CHO-hM5 cells, Fluo-8 calcium fluorescence, ACh EC80 | inhibition, % at 3 µM | actives 0.59% (n = 360,000);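 active = inhibition above a per-plate cutoff, the mean of that plate's test compounds plus 3 SD, cut at about 27% in these data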;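 note: 0% = acetylcholine EC80 with DMSO and 100% = DMSO without agonist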
Target sequence (P08912 whole entry, looked up): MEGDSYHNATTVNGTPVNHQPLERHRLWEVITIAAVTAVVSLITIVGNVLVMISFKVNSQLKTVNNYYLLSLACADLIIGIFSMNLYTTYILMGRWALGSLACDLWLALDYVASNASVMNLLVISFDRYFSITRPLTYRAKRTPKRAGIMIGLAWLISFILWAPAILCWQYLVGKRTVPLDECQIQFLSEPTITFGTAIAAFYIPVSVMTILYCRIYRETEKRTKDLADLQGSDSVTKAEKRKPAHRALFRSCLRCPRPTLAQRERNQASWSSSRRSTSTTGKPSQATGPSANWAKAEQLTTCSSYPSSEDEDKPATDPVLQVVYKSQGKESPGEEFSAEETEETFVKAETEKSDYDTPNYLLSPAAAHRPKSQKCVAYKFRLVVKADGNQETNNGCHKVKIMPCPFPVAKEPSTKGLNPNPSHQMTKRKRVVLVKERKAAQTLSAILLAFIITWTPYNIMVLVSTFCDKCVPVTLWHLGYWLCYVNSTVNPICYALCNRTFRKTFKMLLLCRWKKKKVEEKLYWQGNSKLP
CHRM5 PAM = CHRM5 positive allosteric modulation; CHO-K1 hM5, Fluo-8 calcium, ACh EC20 PAM; 0% = ACh EC20, 100% = ACh EC100; actives 0.3% (n = 360,000); activation, % at 3 µM;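 active = activation above the run cutoff, the mean activation of all test compounds plus 3 SD, cut at about 18% in these data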
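Replicates: One well per compound, no replicates | System: Human M5 receptor in CHO-K1 cells | Benchmarks: Low control EC20 acetylcholine (0%), high control EC100 acetylcholine (100%) | Probe or stimulus: Acetylcholine, EC20 level | Times: Fluo-8 loading 80 min at 37 °C plus 30 min room temperature | Signal: Intracellular calcium via Fluo-8 fluorescence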
M4 PAM = positive allosteric modulators of human muscarinic M4 receptor. AID 624126. activation, % at 3 µM. CHO-K1 hM4/Gqi5, Fluo-8 calcium fluorescence, ACh EC20; 0% = ACh EC20, 100% = maximal ACh. actives 0.4% (n = 360,000). P08173;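 active = activation above its plate's cutoff, the mean activation of sample wells plus 3 SD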; note: some results filed as inactive read as strong as hits
Target sequence (P08173 whole entry, looked up): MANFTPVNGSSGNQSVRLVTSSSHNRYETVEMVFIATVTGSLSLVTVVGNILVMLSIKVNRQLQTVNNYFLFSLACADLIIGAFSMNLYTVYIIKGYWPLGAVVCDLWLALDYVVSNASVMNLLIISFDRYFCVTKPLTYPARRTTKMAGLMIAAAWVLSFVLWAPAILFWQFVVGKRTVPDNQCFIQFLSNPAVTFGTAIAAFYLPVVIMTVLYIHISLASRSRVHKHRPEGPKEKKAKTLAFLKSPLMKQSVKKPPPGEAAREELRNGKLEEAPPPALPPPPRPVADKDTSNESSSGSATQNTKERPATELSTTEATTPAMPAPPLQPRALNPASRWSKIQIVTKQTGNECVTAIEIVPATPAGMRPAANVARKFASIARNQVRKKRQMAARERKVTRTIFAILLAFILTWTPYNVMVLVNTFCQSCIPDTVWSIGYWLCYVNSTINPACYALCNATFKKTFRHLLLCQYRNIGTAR
TAAR1 ag = human TAAR1 agonism; activation, % at 3 µM; Q96RJ0; AID 624467; actives 0.99% (n = 360,000); CHO RD-HGA16 TAAR1, Fluo-8 calcium fluorescence; vehicle wells 0%, saturating PEA agonist 100%;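 active = activation above the mean activation of all test compounds in the run plus 3 SD, cut at about 38% in these data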
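Assay system: CHO-derived RD-HGA16 cells with stable Gα16 and human TAAR1; timing: 17-24 h seeding, 75 min 37 °C dye, 30 min RT; read-out: % activation from peak over basal fluorescence ratio, DMSO-to-PEA scaled; measured by: kinetic Fluo-8 calcium fluorescence; benchmarks: low control DMSO, high control PEA (EC100); doses: 3 µM single concentration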
CHRM5 agonist = agonists of human muscarinic M5 receptor (CHRM5); P08912; CHO-K1 hM5 cells, Fluo-8 calcium fluorescence; 0% DMSO wells, 100% maximal acetylcholine response; activation, % at 3 µM; actives 0.19% (n = 360,000);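 active = activation above the run's mean over test compounds plus 3 SD, cut at about 23% in these data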;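 note: signal is peak over basal fluorescence ratio across the kinetic read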
CRFBP-R2 agonist = CRF-BP/CRF-R2 complex agonism; HEK293 CRF-R2/CRF-BP, calcium dye fluorescence (FLIPR); percent of saturating CRF peptide response; actives 0.46% (n = 350,000); activation, % at 13.2 µM; AID 588473;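 active = activation of at least 50%, plus an integration ratio under a set limit after plate pattern correction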;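 note: plate controls were neutral control wells without compound for no effect and CRF at EC100 for full effect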
TAAR1 antag = human TAAR1 antagonism; actives 1.5% (n = 360,000); Q96RJ0; AID 624466; CHO RD-HGA16 TAAR1, Fluo-8 calcium fluorescence, antagonist; inhibition, % at 3 µM;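 active = inhibition above a per-plate cutoff, the mean inhibition of test compounds on that plate plus 3 SD, cut at about 49% in these data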;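 note: 0% = DMSO plus EC80 beta-PEA response and 100% = DMSO alone without agonist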
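Test system: hTAAR1-expressing CHO RD-HGA16 cells, Gα16-coupled; Probe or stimulus: EC80 β-phenethylamine stimulus; Compound dosing: single nominal final test compound concentration of 3 µM; Timing: 140 s kinetic read after compound, 140 s after agonist; Signal: Fluo-8 calcium-sensitive fluorescence; Measure: % inhibition of agonist calcium response; Controls: DMSO and EC80 PEA controls.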
An asterisk follows results filed as active; x = no result given.

SMILES	CRFBP-R2 block	M1 PAM parental	CHRM5 antagonist	CHRM5 PAM	M4 PAM	TAAR1 ag	CHRM5 agonist	CRFBP-R2 agonist	TAAR1 antag
CC(=O)N1C(=O)N(C)C2C1N(C(C)=O)C(=O)N2C (stereo unspecified)	15	-1	-1	0	3	11	1	3.0	3
CSc1ncccc1C(=O)NC1CCN(Cc2ccccc2)CC1	-5	15	4	3	0	1	-4	0.0	-18
NC(=O)NC(=O)COC(=O)CNS(=O)(=O)c1ccc(F)c(F)c1F	-15	32	2	2	11	1	1	4.3	8
COc1ccc(OC)c(-n2cnc3cc(C(=O)NCCCN4CCOCC4)ccc32)c1	12	1	-4	4	0	x	0	0.4	x
CC1(c2ccccc2)NC(=O)N(CC(=O)NC(=O)NC2CCCC2)C1=O (stereo unspecified)	0	0	-1	-2	-1	7	-2	3.4	11
CC(C)c1ccc(NC2CCCN(C(=O)CN3CCCCC3=O)C2)cc1 (stereo unspecified)	-10	14	-1	-5	6	3	-1	0.1	-26
O=C(CSc1nnnn1-c1ccc(Cl)cc1)NC1CCS(=O)(=O)C1 (stereo unspecified)	14	1	-1	0	0	3	3	0.0	6
COc1ccc(/C=N/NC(=O)c2cccc([N+](=O)[O-])c2)cc1OC	-3	-14	1	-5	6	3	-1	-5.4	13
Cc1ccccc1OC1(C)CCN(Cc2ccc3ccccc3c2)C1 (stereo unspecified)	x	27	1	2	-5	4	0	x	-34
NC1=NC(=Nc2ccccc2)c2ccccc21	30	6	-1	1	2	10	-4	2.3	5
O=C(NCC1CCCN1S(=O)(=O)c1cccs1)C(=O)Nc1ccccc1Cl (stereo unspecified)	-13	12	10	1	-12	5	-4	-0.7	-14
Cc1ccccc1CSc1nc2ccccc2c(=O)[nH]1	-50	-8	-2	10	2	1	-1	11	-38
COCCn1c(N)c(C#N)c2nc3ccccc3nc21	19	-4	0	2	4	3	2	-0.8	2
CC(C)Sc1nnc([C@H](Cc2c[nH]c3ccccc23)NC(=O)OC(C)(C)C)o1	-15	14	7	-7	0	2	-1	-2.2	3
CC(=NNC(=O)c1cccs1)c1ccc2c(c1)OCCO2	-7	9	8	0	5	3	-1	-2.1	-3
COc1c(C)cc(S(=O)(=O)NCc2ccccn2)c(C)c1C	-2	3	12	-2	0	0	-3	-1.4	5
O=C(OCC(=O)c1c[nH]c2ccccc12)c1cccc(O)c1	-5	13	4	-13	-15	27	4	-1.1	43
O=C(CSc1ncnc2c1oc1ccccc12)Nc1ccccc1C(F)(F)F	-7	2	0	-3	7	-1	2	-0.9	-7
O=C(NCC1CCCO1)C(c1ccc(F)cc1)N(C(=O)Cn1nnc(-c2ccc(F)cc2)n1)c1cccc(O)c1 (stereo unspecified)	1	3	23	-28	-13	16	7	0.1	83*
N#CCCCn1c(O)c(N=NC(=O)C(O)c2ccccc2)c2ccccc21 (stereo unspecified)	0	8	-2	3	1	-2	3	-0.6	-8
COC1(OC)N=C(N)C2(C#N)C(c3cccc(Oc4ccccc4)c3)C12C#N (stereo unspecified)	-9	-5	-2	7	-2	13	-4	-0.1	7
CCCCNC(=O)C1C(c2ccc(C(F)(F)F)cc2)=Nc2ccccc2N1C(=O)c1cccc2ccccc12 (stereo unspecified)	x	x	-9	-1	-7	0	0	x	-11
Cc1cc(C)nc(N2CCN(CC(=O)NCc3ccccc3)CC2)n1	7	5	-5	4	-5	1	-1	0.1	-1
Cc1ccc(CNC(=O)C2CCC(CNS(=O)(=O)c3cccc4cccnc34)CC2)cc1 (stereo unspecified)	11	8	-12	-3	-4	7	-3	1.5	-12
Nc1nc(N)c2c(ccc3c2ccn3Cc2cccc([N+](=O)[O-])c2)n1	x	16	1	-5	-12	1	-8	x	-10
C[C@@H]1CCCCO[C@@H](CN(C)Cc2ccc(C(F)(F)F)cc2)[C@@H](C)CN([C@H](C)CO)C(=O)c2cc(N(C)C)ccc2O1	-6	-6	2	0	3	-2	-2	4.9	-22
COC(=O)c1cccc(NC(=O)Nc2ccccc2OC)c1	5	15	-4	-6	0	8	-2	-2.6	3
C[C@H]1CN([C@@H](C)CO)C(=O)CCCn2nncc2CO[C@@H]1CN(C)Cc1ccc(Cl)c(Cl)c1	-5	-10	1	-2	7	0	-1	-0.7	-4
Cc1ccc(-c2cc(=O)c3cc(F)ccc3[nH]2)cc1	5	10	9	3	4	-1	3	-1.5	-2
Cc1ccc(CSc2nc3ccncc3[nH]2)cc1	-46	26	-3	-2	4	0	1	1.9	-4
CCOC(=O)CCCSc1nc2sc3c(c2c(=O)[nH]1)CCC3	-11	-8	-4	0	8	9	-2	1.1	0
Cc1ccc(C(=O)NNC(=S)NCC2CCCO2)cc1[N+](=O)[O-] (stereo unspecified)	8	-9	-13	4	1	0	-2	-0.3	-12
CC1CCCCN1S(=O)(=O)c1ccc(C(=O)Nc2nnc(-c3ccncc3)o2)cc1 (stereo unspecified)	-5	-2	3	5	13	2	1	0.1	-1
CCn1c(=O)c(C(=O)NNC(=O)c2ccc(Cl)cc2Cl)c(O)c2ccccc21	-2	3	0	2	7	19	-5	39	-4
CC(C)(C)OC(=O)NCCCC[C@H](NC(=O)c1nc[nH]c1C(=O)NC(c1ccccc1)c1ccccc1)C(=O)OC(C)(C)C	7	-12	0	-8	5	2	-2	5.1	4
COCc1nnc(NC(=O)c2c(-c3c(Cl)cccc3Cl)noc2C)s1	-7	-3	13	1	-2	-5	-3	4.5	-3
CCCCN(CCO)c1ncnc2sc(-c3ccccc3)cc12	-7	-4	18	-8	-5	-1	-5	-2.4	17
COc1ccc(NC(=O)CNC(=O)C23CC4CC(CC(C4)C2)C3)c(OC)c1	2	-14	7	-4	1	2	4	1.3	-12
Cc1ccc(NC(=O)Cn2nc(C(=O)O)c3ccccc3c2=O)cc1S(=O)(=O)N1CCCCC1	-7	-13	14	4	5	6	2	0.9	26
CCCc1cc(=O)[nH]c(SCC)n1	7	16	-12	-3	14	-1	-3	0.4	5

Given with two lines to a compound: 5 of the compounds above
Value order – CRFBP-R2 block | M1 PAM parental | CHRM5 antagonist | CHRM5 PAM | M4 PAM | TAAR1 ag | CHRM5 agonist | CRFBP-R2 agonist | TAAR1 antag
Cc1ccc(-c2cc(=O)c3cc(F)ccc3[nH]2)cc1
    5 | 10 | 9 | 3 | 4 | -1 | 3 | -1.5 | -2
Cc1ccc(CSc2nc3ccncc3[nH]2)cc1
    -46 | 26 | -3 | -2 | 4 | 0 | 1 | 1.9 | -4
CCOC(=O)CCCSc1nc2sc3c(c2c(=O)[nH]1)CCC3
    -11 | -8 | -4 | 0 | 8 | 9 | -2 | 1.1 | 0
Cc1ccc(C(=O)NNC(=S)NCC2CCCO2)cc1[N+](=O)[O-] (stereo unspecified)
    8 | -9 | -13 | 4 | 1 | 0 | -2 | -0.3 | -12
CC1CCCCN1S(=O)(=O)c1ccc(C(=O)Nc2nnc(-c3ccncc3)o2)cc1 (stereo unspecified)
    -5 | -2 | 3 | 5 | 13 | 2 | 1 | 0.1 | -1

Further compounds.
SMILES	CRFBP-R2 block	M1 PAM parental	CHRM5 antagonist	CHRM5 PAM	M4 PAM	TAAR1 ag	CHRM5 agonist	CRFBP-R2 agonist	TAAR1 antag
O=C(C[C@H]1C[C@H](C(=O)N2CCOCC2)[C@@]2(CCC3CCCC3)c3[nH]c4ccc(Cl)cc4c3CCN2C1=O)NCCN1CCOCC1	-8	15	-13	10	9	0	-1	88*	-28
CN(C)S(=O)(=O)c1ccc(C(=O)Nc2ccc(OCC(=O)N3CCOCC3)cc2)cc1	1	0	-5	3	-3	14	-1	1.4	12
COc1cccc(-c2c(-c3ccccc3OC)ncn2Cc2cccc(-c3ccccc3)c2)c1	x	x	12	-7	-3	2	2	x	20
O=C(c1cccs1)N1CCN=C1SCc1cccnc1	-14	-6	22	20*	12	9	8	0.3	-11
O=C(Nc1ccc(S(=O)(=O)N2CCCCC2)cc1)c1cccnc1Cl	-8	7	-6	11	13	4	-2	0.6	-7
N/C(=N/O)c1cccn1Cc1ccccc1[N+](=O)[O-]	-2	0	9	1	0	6	3	-2.4	-6
CNc1ncnc2c1ncn2[C@H]1CN(Cc2cccnc2)C[C@@H](CO)O1	x	-17	6	4	2	0	3	x	-7
COc1ccc(S(=O)(=O)N2CCN(C)CC2c2ccccc2)cc1OC (stereo unspecified)	-2	26	-6	7	7	1	0	-0.6	-7
CCCCn1c(=O)n(CC(=O)NCc2ccc(C)cc2)c(=O)c2c1nc(CO)n2CCC	-33	14	9	-11	-12	11	2	2.4	50*
Cc1cc(C)c(-c2cc(C(F)(F)F)no2)c(=O)[nH]1	-14	23	1	2	12	7	2	1.2	5
CCCCCC(=O)NC(=S)Nc1ccc2oc(=O)ccc2c1	-24	4	-2	2	-4	7	-8	0.1	-7
COc1cccc(NC(=O)NCCCN2CCN(c3ccc(F)cc3)CC2)c1	9	7	2	0	3	5	-2	0.2	-1
COc1ccccc1CNC(=O)CN1C(=O)NC2(CCC(C)CC2)C1=O (stereo unspecified)	-5	15	18	-3	-3	0	-1	-1.2	-8
CCN(CC)CCCOC(=O)C1(c2ccccc2)CCCC1	-4	1	99*	-16	-22	11	-11	-0.5	13
CC(C)(C)NC(=O)C(c1ccncc1)N(C(=O)Cn1nnc(-c2ccc(F)cc2)n1)c1ccccc1 (stereo unspecified)	-9	4	-1	5	-3	9	1	-0.9	-7
COc1ccccc1N(C)S(=O)(=O)c1ccc(C(=O)N2CCC(C(N)=O)CC2)cc1	-11	-4	-4	-2	-4	11	-2	2.6	-9
S=C(Nc1ccccc1Cl)N1CCCCCC1	3	22	10	-7	5	1	-3	0.1	7
O=S(=O)(c1ccccc1)N(CC1CO1)c1cccc2ccccc12 (stereo unspecified)	-52	1	-2	-1	0	-2	3	-3.9	3
Oc1c(C(c2ccco2)N2CCOCC2)sc2ncnn12 (stereo unspecified)	21	6	3	-2	-3	3	0	-0.1	-26
Cc1cc(C(F)(F)F)c(C#N)c(SCC(=O)NC(C)(C)C)n1	-3	0	6	-4	-1	4	-2	-0.5	-8
COc1ccc(CC(NC(C)=O)C(=O)NC2CCN(C(=O)NCc3ccccc3)CC2)cc1OC (stereo unspecified)	24	-9	19	-11	-7	15	-1	0.5	-15
Cc1cccc(C)c1OC1(c2ccccc2)OC(=O)c2ccccc21 (stereo unspecified)	20	29	-3	-8	-2	11	-7	1.4	28
CC(=O)OCCN(Cc1ccccc1)Cc1ccc2c(c1)OCO2	-2	8	-8	2	14	12	-4	-1.3	2
CCc1cc(C(=O)N2CCCC(CCC(=O)NCc3cccc(OC)c3)C2)no1 (stereo unspecified)	25	25	6	-2	7	-1	-4	2.5	-9
O=C(Nc1cccc(Cl)c1)Nc1nc(-c2ccccc2)cs1	-3	25	9	2	0	16	1	0.7	-1

Screening results: PubChem, several laboratories
